Screening results deposited in PubChem by several laboratories.
NS5 inhibitors: Dengue-2 NS5 methyltransferase inhibitors, primary screen, biochemical, confirmation dose response (AID 588689); Dengue-2 NS5 methyltransferase capping enzyme assay, biochemical; higher % means a stronger effect; one-dose inhibition, % at 25 µM; IC50 in µM for titrated hits; hit rate 0.3% among 340,000; in the data active = a potency from the dose series
NTR1 ag: NTR1-driven beta-arrestin-GFP spot formation – imaging, U2OS cells, high content, primary screen (AID 493036) | activation, % at 20 µM | agonist mode | hit rate 0.17% among 330,000;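 active = activation at or above 40% of the spot to cytoplasm intensity ratio, with at least 20 cells analyzed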;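 also: 0% = DMSO without peptide and 100% = 100 nM NTR1 peptide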
Target sequence (P30989 whole entry, looked up): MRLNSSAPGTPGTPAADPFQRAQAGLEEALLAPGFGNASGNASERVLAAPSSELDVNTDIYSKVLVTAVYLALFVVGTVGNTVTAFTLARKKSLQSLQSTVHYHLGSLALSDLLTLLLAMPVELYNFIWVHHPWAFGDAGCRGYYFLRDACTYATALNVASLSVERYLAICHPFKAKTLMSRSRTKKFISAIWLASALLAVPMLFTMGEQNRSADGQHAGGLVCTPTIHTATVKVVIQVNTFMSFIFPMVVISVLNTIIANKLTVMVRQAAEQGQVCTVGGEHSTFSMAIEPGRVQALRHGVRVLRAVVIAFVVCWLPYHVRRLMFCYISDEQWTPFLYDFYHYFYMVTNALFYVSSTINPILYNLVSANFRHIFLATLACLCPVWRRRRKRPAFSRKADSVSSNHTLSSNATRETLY
GPR55 LPI antagonism: GPR55 antagonists blocking LPI-driven arrestin recruitment, primary screen, imaging, U2OS, beta-arrestin-GFP, LPI agonist (AID 2013); U2OS GPR55 beta-arrestin-GFP translocation imaging, LPI antagonism; higher % means a stronger effect; inhibition, % at 10 µM, or IC50 in µM where a hit was titrated; hit rate 0.13% among 290,000;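 active = spots per cell inhibited over 60%, with over 100 cells counted and total cytoplasm intensity under 500,000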;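 also: U2OS cells stably carrying GPR55 and arrestin-GFP stimulated by 5 µM LPI near EC80; imaged beta-arrestin-GFP aggregate spots per cell after agonist stimulation; plate controls were LPI-stimulated DMSO wells for no effect and DMSO wells without LPI for full effect; some results filed as inactive read as strong as hits; confirmed hits need IC50 under 10 µM and bright autofluorescent wells are also inconclusive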
GPR55 beta-arrestin: GPR55 agonists via beta-arrestin recruitment, primary screen, imaging, U2OS cells, beta-arrestin-GFP redistribution (AID 1961); U2OS GPR55 beta-arrestin-GFP redistribution imaging; higher % means a stronger effect; activation, % at 10 µM, or EC50 in µM where a hit was titrated; hit rate 0.048% among 290,000;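 active = activation above 40% with more than 50 cells counted in the well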;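 also: U2OS osteosarcoma cells stably expressing GPR55 and beta-arrestin-GFP; plate controls were DMSO negative control for no effect and LPI positive control for full effect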
Yfh1-depleted yeast: enhancers of respiration in Yfh1-depleted yeast, dose response, Friedreich's ataxia, plus single-dose screen (AID 1465); S. cerevisiae Yfh1-off respiration, WST-1 reduction, 72 h; higher fold induction means a stronger effect; fold induction at 50 µM; hits with a dose series show EC50 in µM; hit rate 0.074% among 220,000;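 active = fold induction of absorbance versus untreated yeast above a set limit, then at least 30% activation at any dose in follow-up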;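 also: activators that raise dye reduction in frataxin-depleted yeast; strong numbers were not always called active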
SV40 large T antigen: TAg ATPase/helicase activity blockers – biochemical (AID 1903). SV40 large T antigen ATPase/helicase inhibition assay; higher % means a stronger effect. inhibition, % at 20 µM; hits with a dose series show IC50 in µM. hit rate 0.39% among 310,000; in the data active = a potency from the dose series; also: strong numbers were not always called active
AID2073: disruptors of CaV2.2 binding to Mint1 – biochemical, HTRF (AID 2073); inhibition, % at 20 µM; hits with a dose series show IC50 in µM; HTRF protein-protein interaction, Mint1-CaV2.2; higher % means a stronger effect; hit rate 0.19% among 290,000; in the data active = inhibition mostly above about 51%, no sharp cut-off; also: some results filed as inactive read as strong as hits
Rac1 GTP hydrolysis: MgcRacGAP GTPase-activating activity inhibitors, confirmation, biochemical, ADP Hunter fluorescence. MgcRacGAP-stimulated Rac1 GTP hydrolysis, ADP Hunter fluorescence; higher % means a stronger effect; GST-tagged Rac1 F28L mutant substrate. inhibition, % at 30 µM; hits with a dose series show IC50 in µM. hit rate 0.6% among 340,000. AID 624330;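 active = first-screen hits whose inhibition reached a set limit at any dose in the follow-up dose series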;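 also: fluorescence reports GDP produced by GAP-driven GTP hydrolysis; strong numbers were not always called active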
GPR35 antagonists: GPR35 antagonists blocking zaprinast-driven arrestin recruitment, primary screen, imaging, U2OS, beta-arrestin-GFP, zaprinast agonist (AID 2058). U2OS GPR35 beta-arrestin-GFP translocation imaging, zaprinast antagonism; higher % means a stronger effect. inhibition, % at 10 µM, or IC50 in µM where a hit was titrated. hit rate 0.052% among 290,000;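 active = inhibition of at least 50% with at least 30 cells and total cytoplasm GFP at most 10,000,000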
NTR1 ag cell count 20 µM: also measured in NTR1 ag; calls as there; cell count; measured here: cell count, cytotoxicity flag
The depositor's hits bear a star; i = inactive; x = no result given.

Start of the data: the first 2 compounds, ahead of the listing:
SMILES	NS5 inhibitors	NTR1 ag	NTR1 ag cell count 20 µM	GPR55 LPI antagonism	GPR55 beta-arrestin	Yfh1-depleted yeast	SV40 large T antigen	AID2073	Rac1 GTP hydrolysis	GPR35 antagonists
COC(=O)CCCC(=O)N1CCCC(C(=O)c2ccc(-c3ccccc3)cc2)C1 (stereo not drawn)	x	-1.6	22	-23%	0.2%	x	4%	2%	18%	-2%
CCOC(=O)c1c(C)[nH]c(C(=O)N/N=C\c2ccccc2Cl)c1C	4%	16	44	2%	0.2%	i	14%	-24%	12%	17%

The listing, repeating the preview:
SMILES	NS5 inhibitors	NTR1 ag	NTR1 ag cell count 20 µM	GPR55 LPI antagonism	GPR55 beta-arrestin	Yfh1-depleted yeast	SV40 large T antigen	AID2073	Rac1 GTP hydrolysis	GPR35 antagonists
COC(=O)CCCC(=O)N1CCCC(C(=O)c2ccc(-c3ccccc3)cc2)C1 (stereo not drawn)	x	-1.6	22	-23%	0.2%	x	4%	2%	18%	-2%
CCOC(=O)c1c(C)[nH]c(C(=O)N/N=C\c2ccccc2Cl)c1C	4%	16	44	2%	0.2%	i	14%	-24%	12%	17%
COc1cc(C(C)=O)ccc1Oc1ncnc2c1cnn2-c1cccc(Cl)c1	1%	6.1	80	13%	0.2%	i	3%	-3%	4%	8%
COc1ccc(OC)c(CNC(=O)C2CCN(C(=O)N(C)C)CC2)c1	-1%	-1.6	48	11%	-0.1%	i	-3%	-6%	8%	1%
Cc1ccc2nc(C(O)C(O)c3nc4ccc(C)cc4[nH]3)[nH]c2c1 (stereo not drawn)	-1%	0.4	92	-1%	-0.2%	i	9%	32%	5%	1%
CCCNc1nc2c(c(=O)[nH]c(=O)n2C)n1Cc1cccc(Br)c1	10%	-2.2	69	6%	-0.1%	i	12%	-6%	2%	-8%
Cc1cc(NC(=O)c2sc(Nc3cccc(C(F)(F)F)c3)nc2N)no1	-1%	0.2	78	9%	0.2%	i	11%	-5%	9%	7%
O=C(CSc1nc2ccccc2s1)NC1CCCC1	8%	2.0	54	-18%	0.2%	i	36%	-10%	4%	-3%
COc1cc(OC)c2c(-c3ccccc3)cc(=O)oc2c1C(CC(=O)N1CCOCC1)c1ccc(N(C)C)cc1 (stereo not drawn)	-1%	-3.1	85	5%	0.0%	i	15%	2%	11%	-2%
Cc1cc(NC(=O)COC(=O)C2CCN(S(=O)(=O)c3cccc(Cl)c3Cl)CC2)no1	2%	5.9	43	-33%	0.0%	i	-1%	-3%	10%	-2%
Cc1cccn2c(=O)c(/C=C3\SC(=S)NC3=O)c(NCCCN3CCOCC3)nc12	-33%	-2.4	55	14%	-0.1%	i	11%	-33%	13%	-5%
O=C1c2oc3ccc(F)cc3c(=O)c2C(c2cccc(O)c2)N1CCCN1CCOCC1 (stereo not drawn)	2%	4.7	56	-3%	-0.2%	i	-34%	-1%	-10%	9%
Cc1cc(N2CCCC2)ccc1NC(=O)COc1cccc(C(F)(F)F)c1	-4%	13	63	22%	-0.1%	x	11%	-10%	-1%	8%
CC(C)CNC(=O)CC(=O)N/N=C/c1ccc(Br)cc1	-5%	1.1	42	5%	-0.3%	i	-2%	1%	6%	-6%
Cc1ccccc1-c1nc(CS(=O)CC(=O)NCc2ccccn2)c(C)o1 (stereo not drawn)	-6%	0.0	47	9%	0.1%	x	7%	2%	-2%	14%
O=C(CCSCCc1ccccn1)Nc1cccc([N+](=O)[O-])c1	0%	2.0	67	-10%	0.0%	i	19%	4%	11%	6%
COc1ccc(-n2nc(C(=O)N3CCN(Cc4ccc5c(c4)OCO5)CC3)c3ccccc3c2=O)cc1	-5%	0.7	73	13%	-0.1%	i	2%	4%	-1%	-1%
COCCNC(=O)c1c(CSc2ccccc2)noc1C(=O)NCc1ccccc1	-7%	-6.7	67	4%	-0.2%	i	22%	2%	6%	21%
Cn1c(=O)c2c(nc(CN3CCCCC3)n2CCCc2ccccc2)n(C)c1=O	-5%	-1.4	92	x	x	i	x	x	-7%	x
O=C(CSc1ncc(-c2ccccc2)n1CC1CCCO1)N1CCCCC1 (stereo not drawn)	3%	0.9	88	-13%	-0.2%	i	-3%	2%	3%	17%
Cc1cccc(C)c1NC(=O)CNCC(=O)Nc1c(C)cccc1C	0%	4.8	49	4%	-0.1%	x	1%	-19%	4%	3%
Cc1ccc(C(=O)N/N=C2/NC(=O)CC(C(=O)Nc3ccccc3)S2)cc1 (stereo not drawn)	-5%	-0.1	55	2%	0.4%	i	-1%	-3%	4%	-6%
CC(=O)c1c(C)[nH]c(C(=O)NCCc2ccccc2)c1C	x	-2.7	7	10%	-0.1%	i	-2%	4%	1%	-3%
Cc1onc(-c2ccccc2)c1C(=O)N1CCCN(C(=O)c2c(-c3ccccc3)noc2C)CC1	-4%	-0.4	72	1%	0.2%	i	8%	-2%	3%	3%
Cc1ccc(/C=C/C(=O)NC(C)c2ccccc2)cc1 (stereo not drawn)	0%	-2.6	57	6%	-0.1%	i	4%	4%	6%	-17%

Single records, as listed above:
Results for `Cc1ccc(C(=O)N/N=C2/NC(=O)CC(C(=O)Nc3ccccc3)S2)cc1` (stereo not drawn) → NS5 inhibitors: -5%; NTR1 ag: -0.1; NTR1 ag cell count 20 µM: 55; GPR55 LPI antagonism: 2%; GPR55 beta-arrestin: 0.4%; Yfh1-depleted yeast: i; SV40 large T antigen: -1%; AID2073: -3%; Rac1 GTP hydrolysis: 4%; GPR35 antagonists: -6%
Results for `O=C(CSc1nc2ccccc2s1)NC1CCCC1` → NS5 inhibitors: 8%; NTR1 ag: 2.0; NTR1 ag cell count 20 µM: 54; GPR55 LPI antagonism: -18%; GPR55 beta-arrestin: 0.2%; Yfh1-depleted yeast: i; SV40 large T antigen: 36%; AID2073: -10%; Rac1 GTP hydrolysis: 4%; GPR35 antagonists: -3%

The listing continues.
SMILES	NS5 inhibitors	NTR1 ag	NTR1 ag cell count 20 µM	GPR55 LPI antagonism	GPR55 beta-arrestin	Yfh1-depleted yeast	SV40 large T antigen	AID2073	Rac1 GTP hydrolysis	GPR35 antagonists
CCN(CC(=O)NCc1cccs1)C(=O)/C=C/c1ccc(Cl)c(Cl)c1	-4%	1.3	52	x	x	x	12%	x	3%	x
CN(CC1CCCN(CCc2ccc(F)cc2)C1)C(=O)CCC(N)=O (stereo not drawn)	-6%	-1.3	49	0%	-0.4%	x	-1%	8%	7%	-4%
CC1CC(C)CN(C(=O)c2ccc3ccccc3c2)C1 (stereo not drawn)	-1%	0.5	59	x	x	x	8%	x	9%	x
COc1cc(CNc2ccc(N3CCOCC3)c(C(=O)O)c2)ccc1OCC(N)=O	-7%	-2.3	82	16%	-0.2%	i	14%	-6%	7%	3%
Brc1ccc(C2=Nn3c(Cn4nnc5ccccc54)nnc3SC2)cc1	x	0.4	54	4%	-0.1%	i	6%	-8%	x	-3%
CC1(N2CCCCC2)C(=O)c2ccccc2C1=O	-4%	-1.1	82	-8%	-0.3%	i	17%	-7%	10%	-12%
O=C(Nc1ccc(S(=O)(=O)N2CCOCC2)cc1)C1CCN(S(=O)(=O)c2ccccc2)CC1	4%	1.1	56	x	x	x	13%	x	8%	x
Cc1noc(C)c1COc1ccccc1C(=O)N1CCN(S(=O)(=O)c2ccccc2F)CC1	-3%	-0.3	66	x	x	x	2%	x	3%	x
O=[N+]([O-])c1ccc(NC(=S)NCc2ccncc2)cc1	-5%	1.5	72	-8%	0.1%	i	10%	0%	14%	-2%
O=C(Cc1c[nH]c2ccccc12)Nc1ccc(N2CCOCC2)cc1	2%	-0.7	47	-5%	-0.2%	i	16%	-11%	7%	-2%
N#CC1C=Cc2ccccc2N1C(=O)c1ccccc1 (stereo not drawn)	11%	1.7	47	16%	0.0%	i	7%	-10%	-12%	2%
COC(=O)NCC1(C)CC(NC(=O)OC)CC(C)(C)C1 (stereo not drawn)	-5%	1.4	70	1%	0.5%	i	1%	-7%	11%	-8%
COCCn1c(=O)[nH]c2cc(C(=O)NCCN3CCN(c4ccc(OC)cc4)CC3)ccc2c1=O	-2%	-1.6	88	0%	-0.5%	i	5%	0%	6%	-3%
CCCc1cc(C(=O)N2CCC(N3CCC(C(=O)NC(C)C)CC3)CC2)n(C)n1	4%	0.0	109	9%	1.3%	i	23%	4%	11%	6%
CCOC(=O)NS(=O)(=O)c1ccc(CCNC(=O)c2cc(C)on2)cc1	1%	1.4	56	1%	0.2%	i	6%	0%	-9%	-1%
Cn1c(=O)c2cc(S(=O)(=O)Nc3cc(C(=O)O)cc(C(=O)O)c3)ccc2n(C)c1=O	-6%	2.0	46	5%	0.6%	i	9%	2%	8%	-11%
CCOc1ccc2sc(NS(=O)(=O)c3ccc(N)cc3)nc2c1	-5%	2.8	62	-2%	0.2%	i	13%	-1%	12%	-1%
COC(=O)Nc1ccc(S(=O)(=O)NC2CCCCC2)cc1	6%	0.7	55	10%	0.0%	x	10%	1%	7%	4%
COc1cc2oc3ccccc3c2cc1N(CC(=O)N(C)C)S(=O)(=O)c1ccccc1	2%	-1.0	45	-22%	-0.2%	i	5%	8%	14%	11%
COc1ccccc1NC(=O)CSc1nnc(Cc2cccn2C)n1CCc1ccccc1	1%	1.7	66	20%	0.4%	i	14%	-12%	3%	-4%
COc1ccnc(Oc2ccc(F)cc2)c1C(=O)N/C=N/OCc1c(Cl)cccc1Cl	-6%	4.0	47	4%	0.2%	i	7%	-7%	1%	15%
CC(C)C[C@H](NC(=O)c1nc[nH]c1C(=O)NC1CCNCC1)C(=O)OC(C)(C)C	-11%	2.0	61	x	x	x	8%	x	7%	x
COc1ccc(CNC(=O)C(C)N(C)Cc2cccc(F)c2)cc1 (stereo not drawn)	0%	1.1	83	3%	-0.3%	x	3%	1%	-5%	-10%
CCOC(=O)N1CCC(NC(=O)c2ccc3c(c2)N=C(C)c2ccccc2S3)CC1	-5%	-0.1	68	-4%	-0.3%	x	2%	14%	4%	-12%
COc1ccccc1CNC(=O)COC(=O)Cn1cnc2ccccc21	3%	-0.7	51	3%	0.1%	i	8%	-1%	2%	2%
CCc1cccc(CC)c1NC(=O)CNCc1cccs1	-7%	-1.6	40	10%	-0.1%	x	x	4%	11%	5%

A second format for 3 compounds above.
Below each compound: NS5 inhibitors	NTR1 ag	NTR1 ag cell count 20 µM	GPR55 LPI antagonism	GPR55 beta-arrestin	Yfh1-depleted yeast	SV40 large T antigen	AID2073	Rac1 GTP hydrolysis	GPR35 antagonists
> CCN(CC(=O)NCc1cccs1)C(=O)/C=C/c1ccc(Cl)c(Cl)c1
→ -4%	1.3	52	x	x	x	12%	x	3%	x
> CN(CC1CCCN(CCc2ccc(F)cc2)C1)C(=O)CCC(N)=O (stereo not drawn)
→ -6%	-1.3	49	0%	-0.4%	x	-1%	8%	7%	-4%
> CC1CC(C)CN(C(=O)c2ccc3ccccc3c2)C1 (stereo not drawn)
→ -1%	0.5	59	x	x	x	8%	x	9%	x
